# From PubChem BioAssay
# TDP1 inh: TDP1 (human) enzyme inhibition. Q9NUW8. recombinant TDP1, AlphaScreen DNA substrate cleavage. Potency, µM (doses to about 130 µM), for inactives: at the highest dose activity change, negative = inhibition, most hits filed as inhibitors. 350,000 compounds, 0.28% hits; further: nearly all actives have a fitted effect of over 40% in size
#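 Signal: AlphaScreen proximity between streptavidin donor and anti-FITC acceptor beads on intact substrate. Reaction: Tdp1 1 nM, substrate 15 nM final, 5 min RT after 15 min compound preincubation.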
# FEN1 inhibitor: blocks human flap endonuclease 1 | Recombinant FEN1 flap cleavage, fluorescence, 15 min | Potency, µM (series often up to 114 µM), for the others: at the highest dose activity change, negative = inhibition, most hits filed as inhibitors | 390,000 compounds, 0.35% hits | AID 588795; further: nearly all actives have a fitted effect of over 65% in size
# Target sequence (P39748 whole entry, looked up): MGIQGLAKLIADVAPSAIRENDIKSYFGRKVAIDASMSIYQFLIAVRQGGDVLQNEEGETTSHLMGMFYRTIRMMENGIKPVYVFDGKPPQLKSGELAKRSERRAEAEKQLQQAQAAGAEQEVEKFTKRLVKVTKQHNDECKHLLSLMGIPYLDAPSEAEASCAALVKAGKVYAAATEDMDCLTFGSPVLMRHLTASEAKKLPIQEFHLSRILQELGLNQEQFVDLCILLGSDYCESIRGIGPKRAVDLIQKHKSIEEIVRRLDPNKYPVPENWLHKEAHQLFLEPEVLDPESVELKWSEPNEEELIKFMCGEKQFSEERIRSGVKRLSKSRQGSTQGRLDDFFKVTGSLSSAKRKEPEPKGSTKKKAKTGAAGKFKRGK
#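 With each library titrated from low to high concentration, compounds met 10 nM FEN1 for 15 min at room temperature before 50 nM substrate was added; readings at 0 and 15 min fed four-parameter Hill curve fits.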
# N370S GC: N370S glucocerebrosidase modulation, Gaucher chaperone candidate; 330,000 compounds, 0.092% hits; N370S GC spleen homogenate, 4MU-glucoside fluorescence; AID 2101; Potency, µM (top dose mostly 59.4 µM), inactives show top-dose activity change, negative = inhibition, actives largely listed as inhibitors; P04062;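 further: 0% = full enzyme activity and -100% = no enzyme basal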
# An asterisk follows results filed as active; ? = inconclusive; . = not tested or not shown; & = joins results of further samples; [ ] = dose if it differs, or a comment. The call rests on the fitted dose curve; in most records, active means well fitted curve in the direction sought with a large enough effect; inconclusive means small, poorly fitted or top-dose-only effect, or another doubt; inactive means no such curve, though single readings can be large; an effect the other way counts as inactive or inconclusive. Unless noted, on the % scale 0 is the no-effect control and ±100 the full control effect; potency means the concentration at half of the fitted maximal effect.
TDP1 inh	FEN1 inhibitor	N370S GC	Structure
.	-15%	0%	CCCCC(CC)C(=O)Nc1cc(C(=O)NCCC)ccc1N1CCC2(CC1)CC(c1ccccc1)=NO2 (stereo not given)
5%	19%	-1%	COC(=O)C1C(=O)C2=C(CC1C)Nc1ccccc1NC2c1ccc(C)s1 (stereo not given)
.	0%	-4%	COc1cccc(CN2CCN(Cc3ccco3)CC2)c1
8.9µM*	5%	-12%	COc1ccc(-c2cc(C(=O)NCc3ccco3)c3ccccc3n2)c(OC)c1
-6%	-5%	.	CC1CCc2c(sc3nnn(Cc4ccc(F)cc4)c(=O)c23)C1 (stereo not given)
4%	1%	4%	CCOC(=O)c1sc(NC(=O)Nc2ccc(Cl)cc2)nc1C
8%	6%	-3%	CN1C(=O)CSc2ccc(NC(=O)N3CCN(c4ccccn4)CC3)cc21
.	5%	-3%	COc1ccc(NC(=O)CSc2nncn2N)c(OC)c1
0%	0%	.	CCN(C(=O)CSc1nnc(-c2ccco2)n1C)c1c(N)n(Cc2ccccc2)c(=O)[nH]c1=O
2%	-1%	-11%	COC(=O)CSc1nnc(CNC(=O)c2cccc(C)c2)n1-c1ccccc1OC
2%	19%	1%	Cc1nn(CCC(=O)O)c(C)c1C
1%	12%	-15%	COc1ccc(NC(=O)C(=S)N2CCCC2)cc1
1%	7%	.	Cc1ccc(S(=O)(=O)NCCC(=O)NCCCSc2ccccc2)cc1
.	-3%	-12%	O=C(CCl)N1CCCC1c1ccc2c(c1)OCCO2 (stereo not given)
0%	7%	12%	Cn1c(-c2ccccc2)cnc1SCC(=O)N1CCCc2ccccc21
-4%	2%	-1%	O=C(CCSc1ccccn1)c1ccccc1
0%	18%	0%	Cc1c(C(=O)Nc2ccccc2C(=O)N2CCCC2)cccc1[N+](=O)[O-]
.	-6%	-7%	Cc1ccc(C(C(=O)NC2CCCCC2)N(C(=O)c2csnn2)C2CC2)cc1 (stereo not given)
3%	3%	7%	COc1cc(OC)cc(C(=O)Nc2ccccc2C(=O)N2CCCC2)c1
8%	1%	5%	COC(=O)c1ccc(CN(c2ccccn2)S(=O)(=O)c2ccccc2)cc1
7%	-5%	.	CCOc1ccc(CCNC(=O)c2cc3c(=O)n(C)c4ccccc4c3n2C)cc1
0%	-17%	3%	O=C(Cc1ccc(Br)cc1)N1CCN(c2ccccc2)CC1
8%	5%	9%	Cc1ccc(NC(=O)CSc2ncnc3ccccc23)cc1S(=O)(=O)N1CCOCC1
2%	3%	-3%[12.8 µM]	COc1ccccc1-n1c(SCC(=O)Nc2cccc3ccccc23)nc(O)cc1=O
1%	-4%	.	COc1ccc(N(C)C(=O)c2nn(-c3ccc(C)cc3)c(=O)n(C)c2=O)c(OC)c1
-6%	1%	-22%	CCC1(C)Cc2c(C#N)c(N)n(-c3ccccc3)c(=S)c2CO1 (stereo not given)
4%	8%	7%	COc1ccc(C(=O)Nc2ncc3c(n2)CC(c2ccco2)CC3=O)cc1 (stereo not given)
-6%	-3%	-2%	CN1CCC(CO)(Cc2ccccc2)CC1
.	0%	8%	COc1ccccc1CC(=O)NC1CCCCCC1
9%	.	5%	Cc1nc2ccccc2c2c1C(=O)N(CCC1=CCCCC1)C2=O
-3%	-1%	20%	CC1=C(C(=O)OC(C)C)C(C)C(C(=O)OC(C)C)=C(C)N1
4%	8%	-10%	CCCCOc1ccc(C(C)(O)CCN2CCOCC2)cc1 (stereo not given)
2%	3%	-19%	C=CCN=C1NN=C(c2ccc3c(c2)OCCO3)CS1
1%	7%	-1%	O=C(NCc1ccc2c(c1)OCO2)C1CC(=O)N(CCc2ccc(Cl)cc2)C1 (stereo not given)
1%&1%	-10%&0%	-2%	CN1CCCN(S(=O)(=O)c2ccc3c(c2)OCCO3)CC1
5%	-2%	3%	COc1ccc(NC(=O)Cc2c(C)n(C(=O)c3ccc(Cl)cc3)c3ccc(OC)cc23)cc1
8%	17%	-12%	CC(=O)c1ccc(N=Nc2ccc(N(C)C)cc2)cc1
-2%	15%	.	O=S(=O)(c1ccc(F)cc1)N(Cc1nc(-c2ccc(Cl)cc2)no1)C1CCCCC1
0%	1%	-3%	CCC(C)(C)n1nnnc1CN1CCC(c2nc3ccc(C)cc3[nH]2)CC1
6%	-2%	2%	CCC(NC(=S)NCc1ccc(F)cc1)c1ccc(C)cc1 (stereo not given)
4%	-21%	.	CCC(=O)N1N=C(c2ccc(NS(=O)(=O)c3ccc(C)cc3)cc2)CC1c1ccco1 (stereo not given)
-2%	22%	.	Cc1coc2cc3oc(=O)c(CC(=O)N4CCCCC4)c(C)c3cc12
.	8%	14%	Cc1nc(-c2ccc(Cl)cc2)sc1C(=O)NN
-7%[56.1 µM]	-33%	-12%	CCC(=O)c1ccc2c(c1)N(CCCN(C)C)c1ccccc1S2
1%	.	0%	COc1cc(OC)cc(C2=Nn3c(nnc3-c3ccccc3OC)SC2)c1
10%	-3%	.	COc1cccc(CNC(=O)C2CCN(C(=O)N3CCOc4ccc(Cl)cc43)CC2)c1OC
4%	-9%&15%	?	CCc1cc(Cl)c(OC)c(C(=O)NC[C@@H]2CCCN2CC)c1O
2%	-2%	14%	COCC(C)NC(=O)c1cccc([N+](=O)[O-])c1 (stereo not given)
2%	-1%	-1%	CN1CC(=O)N(CC(=O)Nc2ccc(Cl)c(C(F)(F)F)c2)C1=O
4%	0%	-5%	O=S(=O)(NC1CCCCCC1)c1ccc(Br)s1
.	0%	-12%	COc1cc(NC(=S)N2CCN(C)CC2)cc(OC)c1
6%	.	-25%	CCOC(=O)c1[nH]c2ccc(OC)cc2c1NC(=O)C(C)N1CCC2(CC1)OCCO2 (stereo not given)
0%	18%	2%	CC(=O)c1sc(NC(=O)COc2ccc(Cl)cc2C)nc1C
-14%	-7%	1%[2.35 µM]	Cn1c(=O)c(C(=O)Nc2ncccn2)c(O)c2ccccc21
.	3%	2%	O=C(O)c1cccc(CSc2ncn[nH]2)c1
4%	6%	-9%	COc1ccc(OC)c(C2/C(=C(\O)c3ccc4c(c3)OCCO4)C(=O)C(=O)N2CC2CCCO2)c1 (stereo not given)
?	-3%	-3%	Cc1cccc(C)c1NC(=O)CSc1nc2c([nH]1)c(=O)n(C)c(=O)n2C
-4%	-9%	5%	O=C(O)CC(NC(=O)COc1ccc(Cl)cc1Cl)C(=O)O (stereo not given)
.	-19%	?	CCCCOc1ccc(C(O)(CCN2CCOCC2)c2ccccc2)cc1 (stereo not given)
5%	-11%	1%	Cn1c(=O)c2c(nc(SCC(=O)NCc3ccc4c(c3)OCO4)n2Cc2ccc(Cl)cc2)n(C)c1=O

# New compounds follow:
TDP1 inh	FEN1 inhibitor	N370S GC	Structure
-1%	.	5%	CCC(=O)Nc1ccc(C(=O)CN2CCC(C)CC2)cc1
-1%	1%	?	C[C@@H]1NC(=O)c2cc([N+](=O)[O-])cc(I)c2NCCCC[C@@H](C(N)=O)NC(=O)[C@H](CCC(=O)O)NC1=O
10%	.	-4%	Cc1ccc(Cl)cc1
5%	-3%	-4%	CCCNC(=O)NNC(=O)c1cc(-c2ccc3c(c2)OCO3)nc2ccccc12
4%	-7%	6%	Cc1c(CCC(C)C)c(-n2ccnc2C)n2c(nc3ccccc32)c1C#N
-2%	-1%	-2%	Cc1ccc(-c2nnn(CC(=O)N3CCCc4ccccc43)n2)cc1
.	20%	4%	Cc1ccc(C(=O)NNC(=O)c2cccc(Br)c2)cc1
-1%	-7%	.	Cc1ccc(C(=O)Nc2cc3c(cc2C)n(C)c(=O)c(=O)n3C)cc1
4%	20%	-2%	O=C(Cn1ncc(Cl)c(Cl)c1=O)N1CCN(Cc2ccccc2)CC1
-3%	1%	3%	COc1ccc2oc(=O)c(/C(C)=N/NC(=O)c3ccncc3)cc2c1
-14%	-16%	-18%	COc1cc(/C=C/C(=O)OCC(=O)Nc2ccc(S(N)(=O)=O)cc2)ccc1O
8%	-16%	-2%	CSCCOC(=O)C1=C(C)Nc2ccc(C)cc2S1
5%	0%	-1%	CCN(CC)S(=O)(=O)c1ccc(C(=O)OCCNC(=O)c2cccnc2)cc1
2%	7%	.	CC(C)OCCCn1c(SCC(N)=O)nc2c(sc3ccccc32)c1=O
3%	-13%	.	Cc1cc(C)c(Cn2c(C3CC(=O)N(c4ccc(F)cc4)C3)nc3ccccc32)c(C)c1 (stereo not given)
1%	-7%	-19%	Cc1ccccc1CSCc1ccc(C(=O)NCCCN2CCOCC2)o1
8%	0%	-1%	COc1cccc(C(=O)Nc2nc(-c3ccccc3)c(-c3ccccc3)o2)c1
1%	0%	2%	CC(NC(=O)CSc1ncccn1)c1ccc(Cl)cc1Cl (stereo not given)
.	?	?	COc1ccc(OC)c(/C=C2\Oc3cc(OCC(=O)N4CC(O)C[C@H]4C(=O)O)ccc3C2=O)c1 (stereo not given in full)
5%	-20%	8%	COc1ccc(-c2cc3ncc(-c4ccccc4)c(N)n3n2)cc1
.	-4%	0%	CCC(C)c1c(O)nc(SCC(=O)N2CCCCC2)[nH]c1=O (stereo not given)
8%	-4%	.	CCc1cccc(CC)c1NC(=O)C(CC)n1nc(C)n2c(cc3cc(C)ccc32)c1=O (stereo not given)
5%	-16%	?	CC(C)N1CCc2c(sc(NC(=O)c3ccc(C(=O)c4ccccc4)cc3)c2C(N)=O)C1
2%	10%	23%	CCOC(=O)c1nc(NCc2ccccc2F)c2ccccc2n1
6%	6%	-27%	C(=N\Nc1nc2ccccc2[nH]1)/c1ccccc1
3%	3%	-3%	O=C(NCCCN1CCOCC1)c1ccc(Sc2ccc(Br)cc2)c([N+](=O)[O-])c1

# Outcome played no part in choosing rows; any-hit rate near 0.53%.
